Screens: PubChem, Broad Institute
miR-122 sensor – miR-122 Renilla sensor signal increase in Huh7, primary screen, miR-122 inhibitor project, cell-based, single point, plate reader. 340,000 compounds, 0.3% hits. Huh7 miR-122 Renilla luciferase sensor, 48 h; neutral wells = 0, positive control = 100. AID 602342, 2012. activation (reporter increase), % at 12.5 µM;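 active means mean replicate activation score at least 90 and every replicate individually at or above 90; inconclusive means only one of the two criteria met; inactive means neither criterion met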;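 further: higher luciferase means less miR-122 activity so hits act as miR-122 inhibitors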
DENV2 CPE – inhibitors of DENV2 cytopathic effect, primary screen, cell-based, plate reader, single concentration. AID 651640, 2012. 350,000 compounds, 1.7% hits. CPE inhibition, % at 9.99 µM. DENV2-infected cells, cytopathic effect rescue; in the data active means CPE inhibition above about 20%, passing the limit was not always enough; inconclusive means no clear call, values can overlap the other calls; tested in BHK-21 cells;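 further: 0% = median of neutral control wells and 100% = median of positive control wells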
Casp6 inh – human caspase-6 inhibitors, primary screen, biochemical, VEID-R110 fluorescence, single point, set 2; P55212; purified caspase-6, Z-VEID-R110 cleavage fluorescence; inhibition, % at 12.5 µM; 350,000 compounds, 0.53% hits; AID 686996, 2013;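 active means mean inhibition across replicates at least about 35%, with every replicate also reaching that limit, limit read from the data; inconclusive means only one of the two criteria met; inactive means neither criterion met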;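 further: 0% = median of neutral control wells and 100% = no fluorescence left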
Target sequence (P55212 24-179 limits assumed): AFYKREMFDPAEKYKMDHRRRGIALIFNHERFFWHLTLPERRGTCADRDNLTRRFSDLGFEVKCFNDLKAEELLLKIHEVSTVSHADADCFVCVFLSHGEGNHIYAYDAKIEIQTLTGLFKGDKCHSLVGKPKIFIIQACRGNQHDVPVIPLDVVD
Target sequence (P55212 194-293 limits assumed): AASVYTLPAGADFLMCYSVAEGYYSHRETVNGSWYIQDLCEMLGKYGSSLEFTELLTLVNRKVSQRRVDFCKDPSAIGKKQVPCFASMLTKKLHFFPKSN
SIRT5 block – SIRT5 desuccinylase inhibitors, primary screen, biochemical, fluorescence imaging, single point, set 5; Purified SirT5, succinyl-peptide AMC, trypsin-coupled fluorescence; inhibition, % at 15 µM; NAD-dependent protein deacylase sirtuin-5, mitochondrial (Homo sapiens), Q9NXA8; 330,000 compounds, 1.1% hits; in the data active means inhibition above about 15%; inconclusive means no clear call, values can overlap the other calls
Target sequence (Q9NXA8 whole entry, looked up): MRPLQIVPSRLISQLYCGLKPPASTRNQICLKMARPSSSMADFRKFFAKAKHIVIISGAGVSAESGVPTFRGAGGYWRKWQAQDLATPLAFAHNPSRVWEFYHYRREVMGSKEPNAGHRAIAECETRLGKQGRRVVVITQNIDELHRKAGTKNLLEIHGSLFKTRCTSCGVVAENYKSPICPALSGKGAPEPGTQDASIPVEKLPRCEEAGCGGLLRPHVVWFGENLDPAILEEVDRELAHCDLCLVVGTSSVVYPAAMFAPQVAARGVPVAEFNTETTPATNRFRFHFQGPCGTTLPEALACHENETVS
F508del corr – F508del CFTR correction, initial screen, CFBE line, single point; CFBE cells, YFP halide quenching; stimulated with forskolin plus potentiator P3; % fluorescence drop versus neutral controls; activity (quench increase), % at 7.58 µM; 350,000 compounds, 0.36% hits;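 active means mean added fluorescence quench of at least 8% versus neutral control, with both replicates also reaching 8%; inconclusive means only one of the mean or replicate conditions met; inactive means mean below 8% and not both replicates reaching 8%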;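 further: cells transiently co-express mutant CFTR-F508del with the halide-sensitive YFP; corrector assay measuring rescue of mutant channel to the surface after 24 h compound exposure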
ERAP1 inh – human ERAP1 aminopeptidase inhibitors, primary screen, biochemical, single point, plate reader | Endoplasmic reticulum aminopeptidase 1 (Homo sapiens), Q9NZ08 | recombinant ERAP1, Leu-AMC fluorescence, 60 min | inhibition, % at 10.7 µM | 340,000 compounds, 0.15% hits;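 active means mean replicate inhibition of at least 30%, or all replicates individually reaching that 30% level; inactive means mean below 30% and not every replicate reaching it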;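 further: 0% = neutral control wells and 100% = L-leucinethiol positive control wells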
ERp5 block – inhibitors of ERp5-driven insulin aggregation, primary screen, biochemical, turbidity, absorbance 650 nm, single point; Protein disulfide-isomerase A6 (Homo sapiens), Q15084; 90 min; inhibition, % at 9.99 µM; 350,000 compounds, 0.05% hits; AID 651711, 2012;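 active means mean replicate inhibition above about 25%, with every replicate also reaching it, limit read from the data, passing the limit was not always enough; inconclusive means only one of those two criteria met; inactive means neither criterion met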
Target sequence (Q15084 whole entry, looked up): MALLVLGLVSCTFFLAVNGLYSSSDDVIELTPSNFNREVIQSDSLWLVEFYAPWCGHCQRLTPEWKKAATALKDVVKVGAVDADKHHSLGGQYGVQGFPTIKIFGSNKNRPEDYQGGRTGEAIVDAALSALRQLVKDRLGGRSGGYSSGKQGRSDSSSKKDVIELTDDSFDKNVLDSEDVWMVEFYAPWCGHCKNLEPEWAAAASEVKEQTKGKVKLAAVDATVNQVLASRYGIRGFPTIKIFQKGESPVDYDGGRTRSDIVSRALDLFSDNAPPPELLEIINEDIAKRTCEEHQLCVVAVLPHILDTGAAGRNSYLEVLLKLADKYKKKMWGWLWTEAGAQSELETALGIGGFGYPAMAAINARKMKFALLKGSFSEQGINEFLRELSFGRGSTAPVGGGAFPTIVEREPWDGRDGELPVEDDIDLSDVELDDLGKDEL
* = called active by the depositor; [ ] = remark or other dose.

What do the screens show for `CC(=O)N(C)C[C@@H]1Oc2cc(C#C[C@H](C)O)ccc2S(=O)(=O)N([C@H](C)CO)C[C@@H]1C`?
miR-122 sensor: -2[16.7 µM]; DENV2 CPE: -5; Casp6 inh: 1; SIRT5 block: -3; F508del corr: 0.3; ERAP1 inh: -1; ERp5 block: 0

What do the screens show for `Cc1ccc(-c2nnc(Nc3ccc4c(c3)nc(C)n4C)c3ccccc23)cc1`?
miR-122 sensor: 2; Casp6 inh: -3; ERAP1 inh: 2; ERp5 block: 4

How did COc1cccc(OC)c1/C=C/C(=O)NC1CCCCC1 do in these assays?
miR-122 sensor: -4; DENV2 CPE: -1; Casp6 inh: -2; F508del corr: -1.9; ERAP1 inh: 1; ERp5 block: 0

What do the screens show for `Cc1ccc(S(=O)(=O)N/N=C/c2ccc3nccnc3c2)cc1`?
miR-122 sensor: -4; Casp6 inh: 3; SIRT5 block: -1; F508del corr: -1.1; ERAP1 inh: -1; ERp5 block: 8

What do the screens show for `Nc1cc2[nH]c(=O)c3ccccc3c2cc1Br`?
miR-122 sensor: 1; DENV2 CPE: -1; Casp6 inh: 0; SIRT5 block: -2; F508del corr: -3.9; ERAP1 inh: 3; ERp5 block: -7

What do the screens show for `Clc1ccc(CN2CCCCCC2)cc1`?
miR-122 sensor: 1; DENV2 CPE: -2; Casp6 inh: -20; SIRT5 block: -3; F508del corr: 1.1; ERAP1 inh: -6; ERp5 block: 4

How did Cc1cc(C)n(CCC(=O)N/N=C/c2ccc(Br)c([N+](=O)[O-])c2)n1 do in these assays?
miR-122 sensor: 0; DENV2 CPE: -1; Casp6 inh: 0; SIRT5 block: 6; F508del corr: -1.0; ERAP1 inh: 0; ERp5 block: -1

How did C[C@@H]1CN([C@H](C)CO)C(=O)Cc2cc(NC(=O)Nc3ccccc3)ccc2O[C@H]1CN(C)Cc1ccc(Cl)c(Cl)c1 do in these assays?
miR-122 sensor: -3[16.7 µM]; DENV2 CPE: 12; Casp6 inh: -2; SIRT5 block: 1; F508del corr: -0.2; ERAP1 inh: 7; ERp5 block: -4

Results for O=C(c1ccc(S(=O)(=O)N2CCCC2)cc1)N(Cc1ccco1)C1CCS(=O)(=O)C1 (stereo not drawn) ?
miR-122 sensor: -2; DENV2 CPE: 13; Casp6 inh: 2; SIRT5 block: -1; F508del corr: 0.4; ERAP1 inh: 1; ERp5 block: 1

How did C[C@H]1CN([C@@H](C)CO)C(=O)c2cc(C#CC3CC3)cnc2O[C@H]1CN(C)Cc1ccccc1C(=O)O do in these assays?
miR-122 sensor: 1[16.7 µM]; DENV2 CPE: 4; Casp6 inh: 2; SIRT5 block: -3; F508del corr: -2.2; ERAP1 inh: -1; ERp5 block: 2

What do the screens show for `CNC(=O)c1ccccc1NC(=O)C1CC(=O)N(C(C)C)C1` (stereo not drawn)?
miR-122 sensor: -4; DENV2 CPE: -2; Casp6 inh: 66*; SIRT5 block: 0; F508del corr: 0.1; ERAP1 inh: -1; ERp5 block: -1

Results for CC1(C(=O)NS(=O)(=O)c2ccc(Cl)cc2)CCN1C(=O)Cc1ccccc1Cl (stereo not drawn) ?
miR-122 sensor: 0; DENV2 CPE: 12; Casp6 inh: -5; SIRT5 block: -3; F508del corr: -0.2; ERAP1 inh: 10; ERp5 block: 0

Results for CC(O)CNc1ccc(-c2nn(C)c(=O)c3ccccc23)cc1[N+](=O)[O-] (stereo not drawn) ?
DENV2 CPE: 7; Casp6 inh: -1; SIRT5 block: -2; F508del corr: -1.1; ERAP1 inh: 10; ERp5 block: 7

Results for COCCN(CCOC)S(=O)(=O)c1ccc(C(=O)NCCCN2CCOCC2)cc1 ?
Casp6 inh: -5; SIRT5 block: -3; ERAP1 inh: 0; ERp5 block: -5

What do the screens show for `Cc1ccc(CN2CCN(Cc3nc(C(C)C)cs3)CC2CCO)cc1` (stereo not drawn)?
DENV2 CPE: inconclusive; Casp6 inh: -1; SIRT5 block: -7; F508del corr: -2.0; ERAP1 inh: -6; ERp5 block: -3

How did CC(CN1C(C)CCCC1C)OC(=O)c1ccccc1F (stereo not drawn) do in these assays?
DENV2 CPE: 3; Casp6 inh: -2; SIRT5 block: 3; F508del corr: -2.7; ERAP1 inh: 3; ERp5 block: 1

Results for CC(C)=CCCC1(C)C=Cc2c(c(C)cc3c2[nH]c2cc(O)ccc23)O1 (stereo not drawn) ?
miR-122 sensor: -2; DENV2 CPE: -5; Casp6 inh: -1; F508del corr: 0.4; ERAP1 inh: -1; ERp5 block: 0

Results for O=C(COc1ncnc2cc(Cl)ccc12)c1ccc2c(c1)OCCO2 ?
miR-122 sensor: 18; DENV2 CPE: 5; Casp6 inh: -2; SIRT5 block: -1; F508del corr: -0.7; ERp5 block: 5

How did CCOC(=O)c1ccccc1NC(=O)COC(=O)CCC1CCCC1 do in these assays?
miR-122 sensor: -3; DENV2 CPE: 6; Casp6 inh: 0; SIRT5 block: -2; F508del corr: -2.7; ERAP1 inh: 2; ERp5 block: -1

Results for C[C@@H]1CN([C@@H](C)CO)C(=O)c2ccccc2-c2ccccc2CO[C@@H]1CN(C)S(=O)(=O)c1ccccc1C#N ?
DENV2 CPE: -1; Casp6 inh: 0; SIRT5 block: -2; F508del corr: -1.0; ERAP1 inh: 2; ERp5 block: -3

Molecules shown so far that have an NH in an aromatic ring:
What do the screens show for `Nc1cc2[nH]c(=O)c3ccccc3c2cc1Br`?
miR-122 sensor: 1; DENV2 CPE: -1; Casp6 inh: 0; SIRT5 block: -2; F508del corr: -3.9; ERAP1 inh: 3; ERp5 block: -7

Results for CC(C)=CCCC1(C)C=Cc2c(c(C)cc3c2[nH]c2cc(O)ccc23)O1 (stereo not drawn) ?
miR-122 sensor: -2; DENV2 CPE: -5; Casp6 inh: -1; F508del corr: 0.4; ERAP1 inh: -1; ERp5 block: 0

The list continues:
Results for O=c1[nH]c(-c2ccc3c(c2)OCO3)nc2c1sc(=S)n2-c1ccccc1 ?
DENV2 CPE: 0; Casp6 inh: 2; SIRT5 block: -12; F508del corr: 0.7; ERAP1 inh: 1; ERp5 block: 3

How did Cc1cccc(C(=O)Nc2cccc(S(=O)(=O)NCc3ccco3)c2)c1 do in these assays?
miR-122 sensor: inconclusive; DENV2 CPE: 13; Casp6 inh: 5; SIRT5 block: -1; F508del corr: 0.8; ERAP1 inh: 0; ERp5 block: 7

What do the screens show for `C[C@H]1CCCCO[C@@H](CN(C)Cc2ccc(C(=O)O)cc2)[C@@H](C)CN([C@@H](C)CO)C(=O)c2cc(NC(=O)c3ccncc3)ccc2O1`?
miR-122 sensor: 9[16.7 µM]; DENV2 CPE: -8; Casp6 inh: 2; SIRT5 block: -1; F508del corr: -0.4; ERAP1 inh: 2; ERp5 block: 6

Results for CCN(CC(=O)Nc1c(F)cccc1F)C(=O)C1COc2ccccc2O1 (stereo not drawn) ?
DENV2 CPE: 1; Casp6 inh: 0; SIRT5 block: 3; F508del corr: 0.8; ERAP1 inh: 0; ERp5 block: 2

Results for C[C@@H]1CN([C@@H](C)CO)C(=O)Cc2cc(NS(=O)(=O)c3cn(C)cn3)ccc2O[C@@H]1CN(C)C ?
miR-122 sensor: -1[16.7 µM]; DENV2 CPE: -6; Casp6 inh: 1; SIRT5 block: 5; F508del corr: -1.4; ERAP1 inh: -1; ERp5 block: 0

What do the screens show for `O=C1Nc2ccccc2/C1=C/c1ccc([N+](=O)[O-])cc1`?
DENV2 CPE: 5; Casp6 inh: 2; SIRT5 block: 3; F508del corr: -1.8; ERAP1 inh: -1; ERp5 block: 1

What do the screens show for `COc1ccccc1N1CC(O)=C(c2nc3ccccc3c(=O)[nH]2)C1=N`?
miR-122 sensor: 13; Casp6 inh: 8; SIRT5 block: -3; F508del corr: 2.7; ERAP1 inh: 1; ERp5 block: 1

Results for O=C(NC(c1ccccc1)c1ccsc1)C1CCN(Cc2ccc(Cl)c(Cl)c2)CC1 (stereo not drawn) ?
miR-122 sensor: -10; DENV2 CPE: -2; Casp6 inh: -2; F508del corr: 2.1; ERAP1 inh: 1; ERp5 block: 6

What do the screens show for `COC(=O)[C@@H]1C[C@@]2(O)[C@H](O)[C@H](O)[C@H](O)C[C@H]2N1Cc1cc(F)ccc1F`?
miR-122 sensor: -6; DENV2 CPE: 3; Casp6 inh: -3; SIRT5 block: -5; F508del corr: -1.7; ERAP1 inh: -3; ERp5 block: -1

What do the screens show for `CC1CCC(C(C)C)C(OCC(O)CNC(C)c2ccccc2)C1` (stereo not drawn)?
Casp6 inh: 1; SIRT5 block: 1; F508del corr: -1.4; ERAP1 inh: 5; ERp5 block: 1

How did O=C(Nc1ccc(C(F)(F)F)cc1)N[C@@H]1CC[C@H](CCNC(=O)c2ccccc2F)O[C@@H]1CO do in these assays?
DENV2 CPE: 5; Casp6 inh: -2; SIRT5 block: 0; F508del corr: -0.7; ERAP1 inh: 2; ERp5 block: -1

What do the screens show for `NC(=O)c1ccccc1NS(=O)(=O)c1ccc(F)cc1`?
DENV2 CPE: 3; Casp6 inh: 4; SIRT5 block: 5; F508del corr: 1.1; ERAP1 inh: 7; ERp5 block: 0

What do the screens show for `C[C@@H]1CN([C@@H](C)CO)C(=O)c2cc(-c3ccc(C#N)cc3)cnc2O[C@@H]1CN(C)Cc1ccccn1`?
miR-122 sensor: -2[16.7 µM]; F508del corr: 3.4; ERp5 block: -6

Results for CN1C(=O)c2cc(NC(=O)c3ccccc3)ccc2OC[C@@H]2O[C@H](CC(=O)NC3CCCC3)CC[C@@H]21 ?
miR-122 sensor: 14[16.7 µM]; DENV2 CPE: -1; Casp6 inh: -2; SIRT5 block: -3; F508del corr: -0.2; ERAP1 inh: -1; ERp5 block: -1

Results for Cn1cnc(S(=O)(=O)N2C[C@H](O)COC[C@@H]3O[C@@H](CC(=O)NCc4cccc(F)c4)CC[C@H]32)c1 ?
miR-122 sensor: 4[16.7 µM]; DENV2 CPE: -3; Casp6 inh: 1; SIRT5 block: 2; F508del corr: -0.8; ERAP1 inh: 1; ERp5 block: 0

What do the screens show for `O=C(Nc1ccc2c(c1)OCO2)c1cc(Cl)ccn1`?
miR-122 sensor: 3; DENV2 CPE: -12; Casp6 inh: 0; SIRT5 block: 1; F508del corr: 0.1; ERAP1 inh: 0; ERp5 block: 3

What do the screens show for `Cc1ccccc1CN1C(=O)C(C)S/C1=N/N=C/c1ccco1` (stereo not drawn)?
DENV2 CPE: -1; Casp6 inh: 1; SIRT5 block: -2; F508del corr: -0.2; ERAP1 inh: 4; ERp5 block: -5

How did CCCCC(=O)Nc1ccc(N2CCN(C(=O)c3ccco3)CC2)cc1 do in these assays?
DENV2 CPE: inconclusive; Casp6 inh: 4; SIRT5 block: -1; F508del corr: 0.2; ERAP1 inh: -3; ERp5 block: 0

How did O=C(Cc1c(F)cccc1Cl)Nc1ccccc1C(=O)N1CCOCC1 do in these assays?
miR-122 sensor: -10; DENV2 CPE: -8; Casp6 inh: 1; SIRT5 block: -1; F508del corr: -2.5; ERAP1 inh: -7; ERp5 block: -9

Results for CC(c1ccon1)N(C)Cc1cn(Cc2ccccc2)nc1-c1ccc2c(c1)OCO2 (stereo not drawn) ?
DENV2 CPE: 1; Casp6 inh: 0; SIRT5 block: -2; F508del corr: -1.4; ERAP1 inh: 0; ERp5 block: 6

Results for N#Cc1cccc(-c2ccc([C@H]3[C@@H](CO)N[C@@H]3CNC(=O)C3CCCC3)cc2)c1 ?
DENV2 CPE: -10; Casp6 inh: -2; SIRT5 block: 1; F508del corr: 0.0; ERAP1 inh: -2; ERp5 block: 3

What do the screens show for `COc1cccc(N2C(=O)CC(N3CCN(CCN=CC4=C(O)CC(C)(C)CC4=O)CC3)C2=O)c1` (stereo not drawn)?
miR-122 sensor: 0; DENV2 CPE: -8; Casp6 inh: 1; SIRT5 block: 2; F508del corr: 1.7; ERAP1 inh: -2; ERp5 block: 2
